Compound activity as filed in PubChem BioAssay.
GLP1R cytotox = cytotoxicity in counter-screen for GLP-1R inverse agonists. HEK293 cAMP-luciferase reporter cells, luminescence, 24 h. Potency, µM (top dose mostly 38.3 µM), for the others: at the highest dose activity change, negative = inhibition, hits mostly inhibitors. 410,000 tested, 0.13% active;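 also: loss of luciferase light is scored as toxicity; potency is read from the fitted curve at half-maximal effect; % is scaled to controls: 0 for no effect and ±100 for the full control effect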
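1536-well qHTS counterscreen of the MLSMR; 200 cells/uL, 12 h pre-incubation, 23 nL cpd, 24 h at 37 deg C 5% CO2, luciferase detection reagent, 12 min RT, luminescence. Inhibition = undesired.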
GLP-1R inv ag = inverse agonists of human GLP-1 receptor; 410,000 tested, 1.6% active; AID 624417; P43220; HEK293 GLP-1R CRE-luciferase, luminescence, 24 h; GLP-1R form is constitutively active; Potency, µM (titrated, usually from 38.3 µM), for the others: at the top dose activity change, negative = inhibition, actives largely listed as inhibitors; also: potency is read from the fitted curve at half-maximal effect; % is scaled to controls: 0 for no effect and ±100 for the full control effect; nearly all actives have a fitted effect of over 55% in size
Target sequence (P43220 whole entry, looked up): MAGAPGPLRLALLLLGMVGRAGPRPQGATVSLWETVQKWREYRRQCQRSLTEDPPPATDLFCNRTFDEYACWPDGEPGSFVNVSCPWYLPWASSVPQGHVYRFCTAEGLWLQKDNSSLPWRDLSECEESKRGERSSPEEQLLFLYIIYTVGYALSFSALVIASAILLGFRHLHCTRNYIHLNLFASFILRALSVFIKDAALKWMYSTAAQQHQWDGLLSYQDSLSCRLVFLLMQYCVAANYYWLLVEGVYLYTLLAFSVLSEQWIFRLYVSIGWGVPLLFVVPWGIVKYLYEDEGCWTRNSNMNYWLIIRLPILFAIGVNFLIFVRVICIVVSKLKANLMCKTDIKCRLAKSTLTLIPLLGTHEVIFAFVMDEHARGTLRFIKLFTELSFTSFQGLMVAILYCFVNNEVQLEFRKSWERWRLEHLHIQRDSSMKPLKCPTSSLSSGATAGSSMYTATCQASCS
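Stable HEK293 clone (constitutively active GLP-1R + cAMP-response luciferase); 200 cells/uL plated, 12 h pre-culture, compound 24 hr, 37 deg C/5% CO2; detection reagent 12 min RT; luminescence.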
D3 ag = agonists of human D3 dopamine receptor; P35462; D3R DiscoveRx beta-arrestin cells, luminescence, 90 min; max activation, %; 410,000 tested, 0.58% active; AID 652048; in the data active = max activation above about 30%; also: 0% is about no effect; mostly tested at two doses, the higher about 12 µM
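Cells at 1500/well, incubated overnight, then treated with pinned compounds (dopamine as control) for 90 min at 37 degrees C. DiscoveRx reagent added for 30 - 60 minutes at room temperature; luminescence read.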
D3 antag = D3 dopamine receptor (human) antagonism; P35462; D3R cells, DiscoveRx beta-arrestin luminescence, antagonist mode; hits give low values; max response, negative = inhibition, %; 360,000 tested, 2.5% active; in the data active = max response below about -50%; inconclusive = no clear call, values can overlap the other calls; also: % is scaled to controls: 0 for no effect and ±100 for the full control effect; mostly tested at two doses, the higher about 12 µM
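Cells plated overnight at 1500 cells/well, then exposed to library compounds with dopamine controls for 90 minutes at 37 degrees C. DiscoveRx reagent added for 30–60 minutes at room temperature; luminescence read, quantitative HTS format.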
TDP-43 yeast inh = TDP-43 toxicity inhibition in yeast | TDP-43 expressing yeast growth rescue, BacTiter-Glo, 24 h | Potency, µM (doses to about 46.1 µM), for the others: top-dose growth rescue (activation), usual class: activators | 410,000 tested, 1.8% active; also: potency is read from the fitted curve at half-maximal effect; % of control where 0% means no effect; nearly all actives have a fitted effect of over 50% in size
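Yeast cells expressing TDP-43 under galactose induction are exposed to compounds for 24 hr at 30 deg C. BacTiter-Glo luminescence measures growth, so protective compounds score as activators.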
aSyn rescue = inhibitors of alpha-synuclein toxicity in yeast. Yeast expressing alpha-synuclein, growth rescue, BacTiter-Glo, 24 h. Potency, µM (titrated, usually from 46.1 µM), for the others: at the highest dose growth rescue (activation), hits mostly activators. 370,000 tested, 0.14% active; also: potency is read from the fitted curve at half-maximal effect; % of control where 0% means no effect; nearly all actives have a fitted effect of over 65% in size
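Screening used galactose-induced yeast with toxic alpha-synuclein levels, exposed to compound for 24 hr at 30 deg C. Cell growth, read with BacTiter-Glo luminescence, gave the measured signal.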
KB-V1 cytotox = kills drug-selected multidrug resistant KB-V1 cells | AID 1347076 | Potency, µM (series often up to 46.1 µM), inactives show at the top dose activity change, negative = cytotoxicity, hits mostly cytotoxic | KB-V1 MDR cells viability, CellTiter-Glo, 72 h | 400,000 tested, 3.4% active; also: potency is read from the fitted curve at half-maximal effect; % is scaled to controls: 0 for no effect and ±100 for the full control effect; nearly all actives have a fitted effect of over 60% in size
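Luminescent ATP read-out (CellTiter-Glo, 10 min) measures survival of drug-selected KB-V1 MDR cells after 72 h, 37 degrees C compound exposure. Medium: phenol-red-free DMEM, 10% FBS. Values from fitted concentration-response curves.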
GLP1R ag = agonists of human GLP-1 receptor; P43220; HEK293 GLP-1R CRE-luciferase, luminescence, 4-6 h; cells express a hypersensitive GLP-1R form; Potency, µM (titrated, usually from 45.6 µM), inactives show at the highest dose activation, most hits filed as activators; 380,000 tested, 0.007% active; also: potency is read from the fitted curve at half-maximal effect; % of control where 0% means no effect
PTHR1 agonist = PTHR1 (human) receptor agonism; Q03431; HEK293 GP2 PTHR1 cells, GloSensor cAMP luminescence, 1 h; Potency, µM (top dose mostly 115 µM), without a hit: top-dose activation, most hits filed as activators; 410,000 tested, 0.075% active; also: potency is read from the fitted curve at half-maximal effect; nearly all actives have a fitted effect of over 55% in size; some results filed as inactive show a strong effect at the top dose; inactives centre near -15; many of its hits are not listed in these tables
Target sequence (Q03431 whole entry, looked up): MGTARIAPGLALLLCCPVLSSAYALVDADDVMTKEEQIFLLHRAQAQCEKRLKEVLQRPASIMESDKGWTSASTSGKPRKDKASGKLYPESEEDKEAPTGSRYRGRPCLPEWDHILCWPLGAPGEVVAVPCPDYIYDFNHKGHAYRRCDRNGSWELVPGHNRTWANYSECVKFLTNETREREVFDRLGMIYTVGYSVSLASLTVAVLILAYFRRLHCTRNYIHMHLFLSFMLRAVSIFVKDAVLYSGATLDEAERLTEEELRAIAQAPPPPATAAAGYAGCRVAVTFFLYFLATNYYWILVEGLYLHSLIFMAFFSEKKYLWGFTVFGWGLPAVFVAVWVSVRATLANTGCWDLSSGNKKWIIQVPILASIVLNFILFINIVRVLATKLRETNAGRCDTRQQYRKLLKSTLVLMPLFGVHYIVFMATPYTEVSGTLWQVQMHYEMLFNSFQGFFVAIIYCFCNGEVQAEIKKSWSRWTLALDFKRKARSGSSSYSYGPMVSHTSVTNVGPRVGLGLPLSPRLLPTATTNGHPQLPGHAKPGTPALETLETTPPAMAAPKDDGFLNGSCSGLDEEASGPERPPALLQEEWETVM
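HEK-293-derived GP2 cells expressing PTHR1 and a GloSensor cAMP reporter, 3,000/well, plated overnight, given luciferin plus IBMX (each 0.5 mM as added) for 1 h at 37 °C, then compound for 1 h at 37 °C. Luminescence was read after 15 min at room temperature.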
Starred values were filed as active, the others as inactive; i = inactive; ? = inconclusive; nt = not tested or not shown; [ ] = another dose, or the depositor's remark. Unless noted, calls follow the shape of the dose curve; as a rule, active = well fitted curve in the direction sought with a large enough effect; inconclusive = small, poorly fitted or top-dose-only effect, or another doubt; inactive = no such curve, though single readings can be large; an effect the other way counts as inactive or inconclusive.

No.	SMILES	KB-V1 cytotox	GLP-1R inv ag	TDP-43 yeast inh	GLP1R ag	D3 ag	GLP1R cytotox	D3 antag	aSyn rescue	PTHR1 agonist
1	CS(=O)(=O)N1CCN(C2C3CC4CC(C3)CC2C4)CC1 (stereo unspecified)	-17.8%	17.5%	-17.2%	3.7%	-16.1	-9.1%	0.0	0.5%	-17.7%
2	COc1ccc(NS(=O)(=O)c2ccc3c(c2)CC(C)N3C(C)=O)c(OC)c1 (stereo unspecified)	0.0%	3.5%	-1.4%	nt	-12.8	3.4%	nt	nt	-66.9%[inhibitor]
3	CNc1c([N+](=O)[O-])cnn1-c1ccccc1Cl	?	0.0%	20.9%	13.4%	1.5	-0.5%	10.4	7.5%	1.7%[57.5 µM]
4	COc1cc(C(=S)N2CCN(c3ccccc3Cl)CC2)cc(O)c1O	-21.9%	?	-12.7%	-3.9%	1.7	?	-11.7	-3.2%	-31.8%[inhibitor]
5	Cc1cc(C)cc(Oc2ccc(C(F)(F)F)cc2C#N)c1	?	?	-2.5%	-18.1%	-7.5	-11.8%	9.8	-15.2%	-19.4%
6	COC(=O)[C@@H]1CCCN1C(=O)c1cc(COc2cccc3cccnc23)on1	nt	32.6%[activator]	-7.3%	?	-7.1	9.3%	-8.5	-14.6%	i
7	COc1ccc(NC(=O)c2cccnc2)c(OC)c1	-8.9%	-1.2%	-5.7%	8.9%	2.6	5.1%	18.7	-0.4%	i
8	OCCNc1c2ccccc2nc2ccccc12	?	?	24.7%	-6.6%	3.5	21.0%	4.8	-7.0%	i
9	COc1ccc([N+](=O)[O-])cc1NC(=O)Cc1noc2ccc(C)cc12	-1.7%	34.9%	2.7%	1.2%	4.7	8.0%	13.3	1.3%	-21.0%
10	NC(c1ccccc1)c1ccncc1 (stereo unspecified)	10.8%	11.8%	12.2%	?	0.9	-13.5%	89.1	8.6%	i
11	Oc1[nH]c2ccccc2c1N=NC(=S)NCC1CCCO1 (stereo unspecified)	11.6µM*	1.8%	7.4%	11.5%	-7.2	?	?	-2.9%	-15.8%
12	Cc1sc(NC(=O)c2cccs2)c(C(=O)OC(C)C)c1C	3.3%	3.7%	7.6%	-6.0%	-3.2	-0.8%	-7.0	3.7%	i
13	Cc1cc(C)cc(NC(=O)C2CCN(S(=O)(=O)c3c(C)n[nH]c3C)CC2)c1	-1.6%	-12.8%	6.0%	0.8%	9.7	-6.4%	20.1	1.2%	i
14	Cc1ccc(C(c2cc(Br)ccc2O)N2CCSCC2)cc1 (stereo unspecified)	4.1%	?	?	-4.0%	-2.5	3.0%	-17.8	5.5%	-19.2%
15	CCCn1nnc(NC(=O)c2ccc(-c3cccc(Cl)c3)o2)n1	-1.7%	-28.2%	12.6µM*	-3.1%	-5.6	?	10.9	6.1%	-18.3%
16	CCCN1C2CCCC1CC(NC(=O)Nc1cccc(C(C)=O)c1)C2 (stereo unspecified)	16.9%	13.7%	8.5%	0.9%	-4.4	4.6%	-5.7	-1.0%	-18.1%
17	CNC(=O)c1ccc(Nc2nc(-c3ccccc3)nc3ccccc23)cc1	?	?	0.0%	7.1%	3.4	?	15.1	12.3%	-13.5%
18	COC(=O)[C@H](CCSC)NC(=O)Nc1ccc(C)cc1C	15.0%	-24.6%	-3.8%	-8.1%	7.8	-9.1%	22.2	-1.5%	-1.3%[57.5 µM]
19	CC(C)OC(=O)CSc1nc2ccccc2s1	-1.2%	4.7%	5.7%	7.1%	4.7	0.9%	9.0	4.2%	i
20	CC(C)C[C@H](NC(=O)C1CC(=O)N(c2ccc3c(c2)OCO3)C1)C(=O)NC1CCCCC1 (stereo partly specified)	0.0%	15.9%	5.0%	-5.4%	-5.6	2.1%	13.3	14.6%	i
21	COc1ccc(-c2noc(CN3CCC(Cc4ccccc4)CC3)n2)cc1	-0.5%	0.0%	-16.9%	5.6%	-9.0	-14.4%	13.2	1.0%	-22.1%
22	CCOc1cc(N2CCOCC2)c(OCC)cc1NC(=O)c1ccc(OCc2c(C)noc2C)c(OC)c1	?	6.7%	16.4%	2.4%	18.9	-1.7%	61.8	-0.3%	-0.2%
23	CN1CCC(N(C)C(=O)c2cccc(S(=O)(=O)N3CCOCC3)c2)CC1	0.0%	11.8%	13.5%	-16.4%	-8.9	-8.9%	12.9	0.3%	i
24	C=CCn1c(SCCOc2ccc(OC)cc2)nnc1C(C)NC(=O)c1ccc(OC)cc1 (stereo unspecified)	0.3%	0.0%	-15.7%	12.1%	1.0	?	-18.9	0.6%	-27.0%
25	CCOc1ccc(NC(=O)C(=O)NCCc2csc3nc(-c4ccccc4F)nn23)cc1	?	11.9%	?	nt	6.6	-0.2%	nt	nt	16.5%
26	Cc1ccccc1NC(=O)Cc1nc(COC(=O)CSc2ccc(F)cc2)cs1	22.7%	-7.3%	8.4%	17.1%	6.1	-10.7%	40.7	4.7%	i
27	O=C(COc1ccc(/C=C2/NC(=O)NC2=O)cc1)Nc1ccc(F)cc1	-7.7%	-3.7%	6.4%	-0.1%	-7.3	3.3%	1.0	1.5%	2.3%
28	CCCC(=O)Nc1nnc(SCC(=O)N2CCCCC2)s1	-17.9%	0.8%	19.8%	3.1%	11.8	-9.7%	9.3	-4.6%	i
29	O=C1CN(C(=O)CN2CCN(S(=O)(=O)c3ccccc3F)CC2)c2ccccc2N1	-0.1%	-3.7%	4.7%	-7.2%	-4.7	-7.1%	-21.0	-10.4%	-24.2%
30	COc1ccc(Cl)cc1N(CC(=O)NC1CC1)S(=O)(=O)c1ccc(C)c([N+](=O)[O-])c1	-15.7%	2.0%	-6.1%[0.397 µM]	-0.3%	8.8	-14.1%	-24.6	4.7%	i

Profiles from above. Order of screens: KB-V1 cytotox, GLP-1R inv ag, TDP-43 yeast inh, GLP1R ag, D3 ag, GLP1R cytotox, D3 antag, aSyn rescue, PTHR1 agonist
Profile of `COc1ccc(Cl)cc1N(CC(=O)NC1CC1)S(=O)(=O)c1ccc(C)c([N+](=O)[O-])c1` : -15.7%, 2.0%, -6.1%[0.397 µM], -0.3%, 8.8, -14.1%, -24.6, 4.7%, i
Profile of `COc1ccc([N+](=O)[O-])cc1NC(=O)Cc1noc2ccc(C)cc12` : -1.7%, 34.9%, 2.7%, 1.2%, 4.7, 8.0%, 13.3, 1.3%, -21.0%
Profile of `Cc1ccccc1NC(=O)Cc1nc(COC(=O)CSc2ccc(F)cc2)cs1` : 22.7%, -7.3%, 8.4%, 17.1%, 6.1, -10.7%, 40.7, 4.7%, i
Profile of `Cc1ccc(C(c2cc(Br)ccc2O)N2CCSCC2)cc1` (stereo unspecified) : 4.1%, ?, ?, -4.0%, -2.5, 3.0%, -17.8, 5.5%, -19.2%
Profile of `CC(C)C[C@H](NC(=O)C1CC(=O)N(c2ccc3c(c2)OCO3)C1)C(=O)NC1CCCCC1` (stereo partly specified) : 0.0%, 15.9%, 5.0%, -5.4%, -5.6, 2.1%, 13.3, 14.6%, i

Next entries:
No.	SMILES	KB-V1 cytotox	GLP-1R inv ag	TDP-43 yeast inh	GLP1R ag	D3 ag	GLP1R cytotox	D3 antag	aSyn rescue	PTHR1 agonist
31	Cc1ccc(NC(=O)CN(C)C(=O)Cc2ccc(Cl)cc2Cl)cc1	-22.5%	?	17.2%	7.9%	-12.4	10.3%	-11.8	5.0%	-0.8%
32	Cc1ccc(Cn2c(C(=O)O)c(CNC3CCCCC3)c3ccc(C)cc32)cc1	42.1%	-1.7%	0.0%	0.4%	7.0	-8.2%	nt	nt	-4.2%
33	COc1cc(NC(=S)Nc2cccc(C)n2)cc(OC)c1OC	-21.9%	?	-0.9%	3.3%	1.2	?	7.5	-3.0%	-17.8%
34	CCOc1ccc(C(=O)c2cn(Cc3ccc(F)cc3)c3ccc(F)cc3c2=O)cc1	?	?	?	nt	1.0	0.3%	nt	nt	6.9%
35	CC(=O)c1ccc(NC(=O)C(C)OC(=O)/C=C/c2ccco2)cc1 (stereo unspecified)	?	?	10.1%	7.5%	-5.2	-24.1%	4.6	8.6%	i
36	CC(=O)c1cccc(NC(=O)N2C3CCCC2CC(NC(=O)C2CC2)C3)c1 (stereo unspecified)	11.5%	8.0%	2.9%	7.9%	0.0	-5.4%	12.5	-1.6%	i
37	COc1cccc(NC(=O)CS(=O)(=O)c2cccc3nsnc23)c1	-2.5%	11.1%	-19.0%	2.7%	2.0	5.7%	-2.9	1.5%	i
38	Cc1cc(/C=N/O)c(C)n1-c1ccc(Br)cc1	-14.1%	?	14.1%	6.4%	-12.2	5.6%	-12.7	8.3%	i
39	COc1ccc(CNC(=O)c2ccccc2[N+](=O)[O-])cc1	-14.9%	56.8%[activator]	-4.7%	-8.1%	7.2	10.0%	22.4	0.9%	i
40	COc1cccc(NC(=O)CC2Nc3cc(C)c(C)cc3NC2=O)c1 (stereo unspecified)	0.7%	0.6%	17.6%[9.22 µM]	nt	-10.0	73.1%[activator]	nt	nt	?
41	CNC(=S)NCc1ccc2[nH]c(C)cc2c1	8.3%	20.1%	-7.5%	6.2%	-7.8	?	-18.2	-0.1%	i
42	COCCn1c(C)cc(C2=NNC(=Nc3ccccc3F)SC2)c1C	11.6µM*	?	4.9%	-11.7%	-3.3	-20.8%	-6.9	0.2%	-15.4%
43	Cc1cc(C(=O)N/N=C2\CC(=O)c3ccccc32)c(C)n1-c1ccccc1	-4.1%	-2.9%	-9.6%	-2.0%	-13.7	-14.7%	-13.0	-0.1%	-63.7%[inhibitor]

A portion of the library. The share of hits here may be higher or lower than overall.
